# Screens as filed in PubChem BioAssay.
# AID2073: disruptors of CaV2.2 binding to Mint1 – biochemical, HTRF (AID 2073); inhibition, % at 20 µM, or IC50 in µM where a hit was titrated; 0.19% of 290,000 active; HTRF protein-protein interaction, Mint1-CaV2.2; higher % means a stronger effect; in the data active means inhibition mostly above about 51%, no sharp cut-off; inconclusive means no clear call, values can overlap the other calls; inactive means mostly below about 53%; further: some results filed as inactive read as strong as hits
# K1F lysis inhibition: inhibition of K1F phage lysis, E. coli UTI89, bacterial capsule biogenesis inhibitors, alamar blue (AID 488966) | E. coli UTI89 K1F phage lysis, alamar blue, 2 h; higher % means a stronger effect | inhibition, % at 100 µM, or IC50 in µM where a hit was titrated | 0.02% of 340,000 active;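 active means phage lysis inhibition, versus mean bacterial control, above a set limit; inconclusive means no clear call, values can overlap the other calls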;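 further: capsule biogenesis inhibitors block K1F phage lysis so surviving cells raise fluorescence; higher fluorescence means more inhibition of phage lysis; actives were called in the ten point dose series up to 300 µM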
# Dengue-2 NS5 capping: flavivirus cap methylation enzyme inhibition – biochemical, confirmation dose response, primary screen (AID 588689) | Dengue-2 NS5 methyltransferase capping enzyme assay, biochemical; higher % means a stronger effect | inhibition, % at 25 µM, or IC50 in µM where a hit was titrated | 0.3% of 340,000 active; in the data active means a potency from the dose series; inconclusive means inhibition above about 29% without an active follow-up result
# GPR35 antagonists: inhibition of zaprinast-stimulated GPR35 beta-arrestin translocation – imaging, U2OS, beta-arrestin-GFP, zaprinast agonist, primary screen (AID 2058); 0.052% of 290,000 active; inhibition, % at 10 µM; hits with a dose series show IC50 in µM; U2OS GPR35 beta-arrestin-GFP translocation imaging, zaprinast antagonism; higher % means a stronger effect;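 active means inhibition of at least 50% with at least 30 cells and total cytoplasm GFP at most 10,000,000; inconclusive means under 30 cells or total GFP of 10,000,000 plus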
# LYP phosphatase: PTPN22 lymphoid phosphatase activity blockers – biochemical, fluorescence intensity, uHTS (AID 1779). 0.054% of 290,000 active. inhibition, % at 11.5 µM; hits with a dose series show IC50 in µM. recombinant LYP phosphatase, fluorescence intensity; higher % means a stronger effect; in the data active means inhibition above about 50%;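 further: plate controls were vehicle with enzyme for no effect and no enzyme for full effect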
# WT yeast gro inh: growth inhibition of WT yeast, mitochondrial fusion screen | mitochondrial fusion phenotypic screen, WT strain | inhibition, % at 10 µM | 2.1% of 190,000 active; in the data active means inhibition above about 58%; tested in S. cerevisiae
# Autophagy mod: alters autophagy in cells; MEF GFP-LC3 puncta imaging; test concentration mostly 10 µM; 0.98% of 190,000 active; calls only at 10 µM (by protocol);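 active means percentage of spot-positive cells more than 3 SD above its plate mean, without a fluorescence outlier flag or 80% toxicity; inconclusive means no clear call, values can overlap the other calls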;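 further: spot-positive cell cutoff set from DMSO-treated cells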
# NTR1 ag: NTR1-driven beta-arrestin-GFP spot formation – imaging, U2OS cells, high content, primary screen (AID 493036); P30989; agonist mode; activation, % at 20 µM; 0.17% of 330,000 active;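 active means activation at or above 40% of the spot to cytoplasm intensity ratio, with at least 20 cells analyzed; inconclusive means wells under 20 cells, flagged as cytotoxic or low count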;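 further: 0% = DMSO without peptide and 100% = 100 nM NTR1 peptide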
# Target sequence (P30989 whole entry, looked up): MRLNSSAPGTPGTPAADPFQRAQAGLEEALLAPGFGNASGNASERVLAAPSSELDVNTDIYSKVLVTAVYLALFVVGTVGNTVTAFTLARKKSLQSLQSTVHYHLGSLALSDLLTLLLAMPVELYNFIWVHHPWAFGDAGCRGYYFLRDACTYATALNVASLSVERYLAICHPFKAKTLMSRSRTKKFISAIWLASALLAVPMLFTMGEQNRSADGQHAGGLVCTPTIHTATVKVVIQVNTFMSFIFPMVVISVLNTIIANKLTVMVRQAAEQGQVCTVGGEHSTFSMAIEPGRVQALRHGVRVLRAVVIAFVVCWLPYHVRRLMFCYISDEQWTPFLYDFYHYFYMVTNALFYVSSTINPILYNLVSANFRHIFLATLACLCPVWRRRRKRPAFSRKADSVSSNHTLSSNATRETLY
# RSV CPE inhibition: inhibition of RSV-induced cytopathic effect – HEp-2 cells, primary 10 µM value included (AID 2391); HEp-2 cells, RSV-induced CPE inhibition; higher % means a stronger effect; one-dose CPE inhibition, % at 10 µM; IC50 in µM for titrated hits; 0.13% of 310,000 active; in the data active means a potency from the dose series; inconclusive means CPE inhibition mostly from about 23% at the one dose, without a potency; inactive means the rest, 99 in 100 with CPE inhibition below about 21%; further: strong numbers were not always called active
# WT yeast gro inh mutant strain: also measured in WT yeast gro inh; calls as there; inhibition, %; mitochondrial fusion phenotypic screen, mutant strain inhibition
# Autophagy mod cell loss 18 h: also measured in Autophagy mod; calls as there; toxicity, %; measured here: cell loss, nuclei count;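 cell loss after 18 h compound exposure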
# NTR1 ag cell count 20 µM: recorded beside NTR1 ag, whose call it bears; cell count; measured here: cell count, cytotoxicity flag
# Dengue-2 NS5 capping pilot replicate: second read-out of Dengue-2 NS5 capping, no call of its own (marks repeat the call); inhibition, %; measured here: pilot screen replicate inhibition
# * = called active by the depositor; i = inactive; ? = inconclusive; . = no result given; + = active, no number; [ ] = dose if it differs, or a comment. Outcome played no part in choosing rows; any-hit rate near 2.6%.
SMILES,AID2073,K1F lysis inhibition,Dengue-2 NS5 capping,GPR35 antagonists,LYP phosphatase,WT yeast gro inh,WT yeast gro inh mutant strain,Autophagy mod,Autophagy mod cell loss 18 h,NTR1 ag,NTR1 ag cell count 20 µM,RSV CPE inhibition,others
Cc1ccc(-c2nnn(CC(=O)N(CCN3CCOCC3)C(C(=O)NC3CCCC3)c3ccncc3)n2)o1 (stereo not given),7%,0.0%,-7%,19%,3%,-10,-8,i,-2,1.1,64,1.8%,
COc1ccc(-n2c(=O)[nH]c3cc(C(=O)NCCc4ccccc4)ccc3c2=O)cc1OC,1%,0.1%,-3%,-10%,0%,.,.,.,.,1.4,102,2.2%,
O=C(COC(=O)Cc1cccs1)Nc1ccccc1F,-3%,0.2%,5%,-3%,-9%,-4,-2,i,38,-0.3,85,5.0%,
COCc1cc(C)n(CC(=O)Nc2ccccc2C(=O)OC)c(=O)c1C#N,-1%,-0.1%,-9%,6%,-5%,.,.,i,-13,0.0,92,0.3%,
COc1ccc(C(=O)Nc2nc3cc4c(cc3s2)OCCO4)c(OC)c1,24%,0.3%,-9%,-1%,-20%,.,.,.,.,10,51,1.0%,
Cc1cccc(C)c1OCC(O)CNC(C)C (stereo not given),4%,0.1%,1%,-3%,-10%,-4,-7,i,-1,-0.5,41,-1.9%,
C=CCOc1c(Br)cc(/C=N/Nc2ccc(C(=O)O)cc2)cc1OCC,1%,0.9%,13%,-6%,2%,63*,-23*,i,-12,0.4,63,17%,
Cn1c(CCNC(=O)c2ccccc2F)nnc1SCC(=O)Nc1nncs1,38%,0.4%,1%,2%,-16%,.,.,.,.,-0.3,52,0.7%,
Cc1cc(=O)[nH]c(N2CCCNCC2)n1,4%,0.2%,-5%,4%,-2%,.,.,.,.,1.4,70,0.2%,Dengue-2 NS5 capping pilot replicate=-4.9
Cc1c(N2C(=O)C3C4C=CC(C5CC45)C3C2=O)c(=O)n(-c2ccccc2)n1C (stereo not given),2%,-1.0%,3%,-8%,-6%,.,.,.,.,0.8,39,1.9%,
CCOC(=O)c1c(-c2ccc(C)s2)csc1N,21%,0.2%,5%,14%,0%,22,4,i,21,-1.3,101,6.6%,
O=C(O)C(=O)/C(=C\c1ccccc1)c1ccc2ccccc2n1,0%,0.2%,26%,-3%,-4%,-19,-3,i,-3,2.1,42,2.0%,
Cn1nccc1C(=O)N1CCN(c2cccc(C(F)(F)F)c2)CC1,9%,0.3%,-1%,17%,-5%,.,.,.,.,0.6,69,-0.9%,
Cc1c(C)c2ccc(OCC(=O)N3CC[C@@]4(O)CCCC[C@H]4C3)cc2oc1=O,24%,2.4%,7%,-10%,-12%,.,.,.,.,-1.3,90,0.7%,
O=C(COC(=O)C1(c2ccc(F)cc2)CCCC1)NCc1ccco1,40%,1.7%,-7%,-12%,-4%,-8,9,i,10,-0.6,55,2.7%,
COc1cc(/C=N/NC(=O)CCC(=O)Nc2ccc(Br)cc2)ccc1O,-1%,0.0%,-4%,-5%,-1%,.,.,.,.,0.4,55,0.3%,
c1ccc(SCc2nc3ccccc3s2)nc1,-7%,0.0%,-1%,1%,-4%,.,.,.,.,2.2,76,0.9%,
CCC1CCCCN1C(=O)CCCOc1ccccc1 (stereo not given),9%,0.4%,-8%,-2%,8%,11,-2,i,-2,0.7,51,2.6%,
COc1ccc(Cc2noc(CN(C)CCc3ccccc3)n2)cc1OC,4%,0.1%,-1%,-8%,-13%,.,.,.,.,-0.2,69,3.0%,
CCCSc1nc(C)nc2c1c(=O)n(C)c(=O)n2C,3%,.,.,-7%,2%,-7,9,+,-1.8*,.,.,.,
CC(C)CCNC(=O)CCCOc1cc(=O)n(C)c2ccccc12,-7%,-0.1%,-1%,-17%,-15%,96*,12*,i,10,2.6,83,-0.1%,
CC(=O)Nc1ccccc1C(=O)C(=O)Nc1ccc(F)cc1,1%,4.3%,-4%,6%,-6%,.,.,i,-26,-0.4,78,-2.0%,
CCc1cc(-c2n[nH]c(=S)n2N)n(C)n1,-29%,-0.4%,3%,-4%,-3%,-13,-20,i,-16,0.6,38,1.2%,
Cc1cc(OCCCn2cnc3ccccc3c2=O)ccc1[N+](=O)[O-],-7%,1.9%[50 µM],-4%,-4%,-1%,1,-4,i,-5,3.1,52,-0.1%,
O=C(CSc1ncnc2ccccc12)Nc1cccc(S(=O)(=O)N2CCCC2)c1,22%,.,.,-5%,0%,-11,-6,i,-11,1.4,49,1.7%,
CC(=O)Nc1ccc2c(c1)nc1n2CCN(C(C)c2ccccc2)C1 (stereo not given),30%,0.3%,-7%,9%,-9%,-2,7,i,0,-0.8,71,-2.0%,
CN1CCN(c2nc(-c3cccs3)nc3ccccc23)CC1,2%,0.2%,-3%,-3%,-3%,-7,3,i,-2,-1.3,91,-0.4%,
O=C(COc1ccccc1Cl)Nc1nnc(S(=O)(=O)N2CCCCCC2)s1,17%,-0.3%,-7%,-3%,-4%,.,.,.,.,5.9,53,10.0%,
O=C(O)CN1C(=O)/C(=C2\SC(=S)N(C(Cc3ccccc3)C(=O)O)C2=O)c2ccccc21 (stereo not given),-20%,-0.6%,42µM*,13%,-5%,.,.,.,.,-0.3,75,0.7%,
O=S(=O)(NC1CCCCCCC1)c1ccccc1F,3%,0.2%,-12%,-12%,-8%,.,.,.,.,-0.7,57,2.1%,
NC(=O)COC(=O)c1cc(S(=O)(=O)N2CCOCC2)ccc1N1CCCCC1,-12%,0.3%,-6%,-4%,-1%,20,6,i,5,1.0,48,4.4%,
CC(C)(C)NC(=O)CC(c1ccccc1)c1ccccc1O (stereo not given),4%,-0.1%,-5%,5%,-2%,-14,1,i,0,-1.0,43,2.0%,Dengue-2 NS5 capping pilot replicate=-5.2
CC(NC(=O)C1c2ccccc2Oc2ccccc21)C1CCCO1 (stereo not given),12%,0.2%,-6%,-8%,-4%,1,0,i,4,0.1,57,1.9%,
COc1ccc2c(CSc3nc4nc(C)cc(C)n4n3)cc(=O)oc2c1,1%,i,-6%,6%,-6%,11,-13,i,-6,-1.0,60,1.7%,
CC1(c2ccccc2Cl)NC(=O)N(CC(=O)c2ccc3c(c2)OCO3)C1=O (stereo not given),.,0.9%[50 µM],-20%,.,.,.,.,.,.,0.8,48,-1.5%,
O=C(O)CCNC(=O)CCCn1nnc2ccccc2c1=O,-10%,0.4%,-11%,-10%,-4%,.,.,.,.,-0.1,50,1.5%,
Cc1cc(NC(=O)CSc2ccc3nnc(-c4ccccn4)n3n2)no1,11%,0.5%,-2%,-6%,2%,14,4,i,1,-0.6,63,1.7%,
COCCN1CC(C(=O)N2CCC(Oc3ccccc3OC)CC2)CCC1=O (stereo not given),3%,0.1%,-2%,-8%,-8%,.,.,.,.,1.3,68,0.9%,
CC1CCCCC12NC(=O)N(CC(=O)OCC(=O)c1ccc(OC(F)F)cc1OC(F)F)C2=O (stereo not given),15%,0.3%,-8%,-7%,-8%,.,.,.,.,0.1,78,0.7%,
O=C(O)C1CC=CCC1C(=O)N1CCCC1 (stereo not given),2%,0.5%,-4%,11%,-8%,.,.,i,-3,0.5,50,-1.6%,
CCCC(=O)Nc1ccc(C(=O)Nc2nnc(COCC)s2)cc1,7%,0.0%,0%,-10%,-4%,4,11,i,-9,-0.2,84,0.8%,
Cc1ccc(Nc2cc(C)nn2-c2nc(C)cc(=O)[nH]2)cc1,-6%,-9.5%,12%,12%,5%,17,12,.,.,19,61,-2.3%,
CCOC(=O)c1ccc(P(=O)(c2ccccc2)c2ccccc2)cc1,2%,0.0%,-5%,4%,-9%,.,.,.,.,1.5,57,0.6%,Dengue-2 NS5 capping pilot replicate=0.3
O=C(CCC(=O)NNC(=O)Nc1cccc(Cl)c1)NCc1ccccc1,-10%,0.8%,-1%,1%,-6%,-12,-7,i,-2,0.1,54,2.5%,
COc1ccccc1-c1cc(C(=O)NCc2ccc(F)cc2)no1,0%,5.9%,0%,-12%,-4%,21,13,i,17,-0.2,64,.,
CC(OC(=O)/C(C#N)=C/c1ccc(N(C)C)cc1)C(=O)N(C)Cc1ccccc1 (stereo not given),27%,1.1%[50 µM],17%,2%,6%,.,.,.,.,-0.4,58,?,
C=C(C)CNC(=S)Nc1cccc2cnccc12,0%,0.4%[50 µM],-5%,2%,-4%,-7,-7,i,7,0.0,83,1.0%,
CC(C)C(NC(=O)c1ccccc1)C(=O)OCC(=O)N1CCN(c2ccccc2)CC1 (stereo not given),.,0.7%[50 µM],2%,.,.,.,.,.,.,-0.5,53,0.6%,
COc1cc(/C=C2\SC(=S)N(CCC(=O)Nc3cccc(O)c3)C2=O)cc(OC)c1OC,7%,-0.6%,0%,-10%,-3%,.,.,.,.,15,57,1.1%,
Cc1ccc(CNC(=O)CCC2CCCN(C(=O)CCC(F)(F)F)C2)o1 (stereo not given),52%,-0.1%,-4%,-1%,-3%,0,8,i,-1,1.9,93,0.1%,
CC1=C(C(=O)Nc2ccccc2)C(c2ccncc2)C(C#N)=C(SCC(=O)NC2CC2)N1 (stereo not given),-6%,1.7%,-1%,12%,-9%,-8,-7,i,11,-0.1,43,0.8%,
COc1cc([N+](=O)[O-])ccc1-c1ccc(/C=N/NC(=O)OC(C)(C)C)o1,9%,0.6%,8%,-6%,-2%,.,.,.,.,3.5,53,1.1%,
CC(C)N(Cc1ccccc1)C(=O)c1ccc2nsnc2c1,16%,3.9%,-2%,5%,-1%,.,.,.,.,-0.7,55,1.8%,
CNC(=O)C(=O)NCC1OCCCN1S(=O)(=O)c1ccc2c(c1)OCCO2 (stereo not given),3%,0.3%,0%,13%,-8%,.,.,.,.,1.5,75,-0.6%,
N#Cc1ccc(Oc2ccc(S(=O)(=O)N3CCCCC3)cn2)cc1,.,0.0%,-10%,.,.,.,.,.,.,0.9,66,3.0%,
Cc1cc(C(=O)N(C)CC2CCCN(CCc3ccc(F)cc3)C2)c(C)o1 (stereo not given),14%,0.0%,-2%,2%,-11%,.,.,.,.,0.9,71,-0.1%,
O=c1cc(-c2ccccc2)nc(Sc2ccc([N+](=O)[O-])cc2[N+](=O)[O-])[nH]1,.,0.9%,6%,.,.,.,.,.,.,3.3,51,5.9%,
